Tau fibril ThT: qHTS for Inhibitors of Tau Fibril Formation, Thioflavin T Binding; recombinant tau K18 P301L, heparin-induced fibrillization, ThT fluorescence; Potency, µM (titrated, usually from 57.4 µM), for inactives: at the top dose activity, negative = inhibition, most hits filed as inhibitors; hit rate 2.1% among 270,000; AID 1460, 2008; further: on the % scale 0 is the no-effect control and ±100 the full control effect; nearly all actives have a fitted effect of over 55% in size
Target sequence (P10636 561-689 P618L limits assumed): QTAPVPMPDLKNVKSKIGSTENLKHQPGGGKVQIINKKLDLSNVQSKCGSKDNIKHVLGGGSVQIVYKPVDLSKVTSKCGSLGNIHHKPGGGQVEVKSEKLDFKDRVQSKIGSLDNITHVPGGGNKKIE
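Heparin-induced (20 uM) aggregation of recombinant human K18 P301L tau, 15 uM unlabeled with 0.24 uM labeled, pH 7 acetate buffer, 6 hr at 37 C with compound. Fibrils quantified by 30 uM ThT fluorescence after 1 hr ambient incubation.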
GAA inh: qHTS Assay for Inhibitors of Human alpha-Glucosidase as a Potential Chaperone Treatment of Pompe Disease; purified human GAA, 4-MU-alpha-glucoside fluorescence; AID 1466, 2008; Potency, µM (highest dose often 76.9 µM), for inactives: top-dose activity change, negative = inhibition, most hits filed as inhibitors; hit rate 0.005% among 200,000;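 further: plate controls were uninhibited enzyme wells for no effect and no-enzyme background for full effect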
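AC50 values come from Hill fits of compound titrations (up to 77 uM) against 4 nM human enzyme. Substrate 4-methylumbelliferyl-alpha-D-pyranoside at 400 uM, pH 5.0 citrate buffer, 20 min room temperature; fluorescence Ex 365/Em 440 after alkaline stop.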
Tau FP inhib: qHTS for Inhibitors of Tau Fibril Formation, Fluorescence Polarization; K18 P301L tau heparin fibrillization, Alexa594 FP, 6 h; Potency, µM (series often up to 57.7 µM), for inactives: at the top dose activity, negative = inhibition, hits mostly inhibitors; hit rate 0.39% among 280,000; AID 1468, 2008; further: on the % scale 0 is the no-effect control and ±100 the full control effect; nearly all actives have a fitted effect of over 55% in size
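Human tau K18 […] P301L fragment, 15 uM unlabeled plus 0.24 uM Alexa 594-labeled tau (final), with compound and 20 uM heparin in 100 mM sodium acetate pH 7; 6 hr at 37 C, then Alexa 594 FP read.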
aGal spleen mod: qHTS Assay for Inhibitors and Activators of Human alpha-Galactosidase From Spleen Homogenate | Potency, µM (series often up to 80 µM), for the others: at the highest dose activity change, negative = inhibition, actives largely listed as inhibitors | hit rate 0.008% among 240,000 | human spleen homogenate, 4MU-alpha-Gal fluorescence, 40 min;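 further: 0% = enzyme with vehicle and -100% = no enzyme basal signal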
Target sequence (P06280 32-429 limits assumed): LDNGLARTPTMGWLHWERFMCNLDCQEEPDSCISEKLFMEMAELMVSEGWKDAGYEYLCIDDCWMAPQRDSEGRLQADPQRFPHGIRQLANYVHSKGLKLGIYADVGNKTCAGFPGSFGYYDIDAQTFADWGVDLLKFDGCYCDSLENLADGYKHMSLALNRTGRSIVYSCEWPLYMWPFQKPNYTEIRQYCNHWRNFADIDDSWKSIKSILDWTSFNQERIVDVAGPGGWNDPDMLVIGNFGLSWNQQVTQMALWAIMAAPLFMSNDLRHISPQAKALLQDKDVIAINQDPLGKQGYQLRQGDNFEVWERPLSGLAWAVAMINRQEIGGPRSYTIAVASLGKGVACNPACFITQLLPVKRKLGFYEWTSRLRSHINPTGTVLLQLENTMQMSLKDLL
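Human spleen homogenate (1 ug) as enzyme source, 4-methylumbelliferyl-alpha-D-galactopyranoside 1 mM final, citrate/phosphate pH 5.0 with 0.01% Tween-20. Compounds 40 min at 37C, NaOH/glycine stop; fluorescence Ex 365/Em 440, Hill-fit AC50.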
GAA glycogen: qHTS Assay for Inhibitors and Activators of Human alpha-Glucosidase Cleavage of Glycogen; Potency, µM (series often up to 76.4 µM), inactives show at the highest dose activity change, negative = inhibition, most hits filed as inhibitors; Lysosomal alpha-glucosidase (Homo sapiens), P10253; hit rate 0.38% among 300,000; AID 2100, 2009; recombinant GAA, glycogen substrate, Amplex Red glucose oxidase fluorescence;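 further: 0% = full enzyme reaction and -100% = no-enzyme basal signal; the screen sought inhibitors and activators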
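Natural-substrate format: glycogen cleavage by 4 nM human enzyme, glucose read by Amplex Red coupling (Ex 573, Em 610 nm). Normalized to enzyme and no-enzyme controls.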
HTT cytoprotect: qHTS Multiplex Assay to Identify Dual Action Probes in a Cell Model of Huntington: Cytoprotection (ATP); PC12 HTT-Q103 induced, cytoprotection, ATP luminescence, 40 h; Potency, µM (highest dose often 56.4 µM), for inactives: cytoprotection (ATP increase), most hits filed as activators; hit rate 0.14% among 230,000; AID 1471, 2008;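 further: % of control where 0% means no effect; nearly all actives have a fitted effect of over 45% in size; toxic huntingtin expression switched on by the ecdysone agonist tebufenozide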
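Rat PC12, Q103 Htt exon1-GFP fusion, ecdysone promoter; tebufenozide inducer 100 nM final; compound titration; qHTS, 1500 cells/well; ATPlite luminescent read.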
Tau fluor counter: Counterscreen qHTS for Inhibitors of Tau Fibril Formation, Fluorescence Polarization; tau K18 P301L Alexa594 fluorescence, heparin fibrillization; Potency, µM (titrated, usually from 57.7 µM), for the others: at the highest dose activity change, negative = decrease; hit rate 0.93% among 280,000; further: on the % scale 0 is the no-effect control and ±100 the full control effect; nearly all actives have a fitted effect of over 55% in size
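Human tau K18 P301L (15 uM unlabeled, 0.24 uM Alexa 594-labeled) in 100 mM sodium acetate pH 7 with 20 uM heparin, 6 hr at 37 C. ThT 30 uM added, 1 hr ambient; Alexa 594 FP and total fluorescence read at 555/632 nm.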
aGlu spleen mod: qHTS Assay for Inhibitors and Activators of Human alpha-Glucosidase From Spleen Homogenate | hit rate 0.006% among 240,000 | Potency, µM (top dose mostly 79.9 µM), without a hit: at the highest dose activity change, negative = inhibition, actives largely listed as inhibitors | AID 2112, 2009 | human spleen homogenate, 4-MU-alpha-glucoside fluorescence | Lysosomal alpha-glucosidase (Homo sapiens), P10253;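 further: 0% = enzyme with vehicle and -100% = no enzyme basal signal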
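Human spleen homogenate (1 ug) incubated with compounds and 1 mM 4-methylumbelliferyl-alpha-D-glucopyranoside in pH 5.0 citrate/phosphate buffer, 37 C, 40 min. Stopped at pH 10; 4-MU fluorescence (Ex 365/Em 440 nm); AC50 by Hill fit.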
* hit, by the source's call; ? = inconclusive; nt = no result given; [ ] = remark or other dose. The call rests on the fitted dose curve; in most records, active means well fitted curve in the direction sought with a large enough effect; inconclusive means small, poorly fitted or top-dose-only effect, or another doubt; inactive means no such curve, though single readings can be large; an effect the other way counts as inactive or inconclusive. Potency means the concentration at half of the fitted maximal effect.

SMILES	Tau fibril ThT	GAA inh	Tau FP inhib	aGal spleen mod	GAA glycogen	HTT cytoprotect	Tau fluor counter	aGlu spleen mod
CCOc1ccc2nc(N=NC3=C(O)CC(C)(C)CC3=O)sc2c1	14µM*	?	-8%	-2%	-7%	-56%[inhibitor]	-23%	-1%
COCCCn1c(SCC(=O)N2CCCC(C)C2)nnc1-c1ccco1 (stereo unspecified)	-9%	3%	8%	-1%	0%	-12%	-2%	-7%
CCCn1c(C)nc2c(N(CCOC)CCOC)nc(C)nc21	-9%	nt	-3%	-5%	nt	-6%	-10%	3%
COc1cc2cc(CN(CCO)S(=O)(=O)c3ccccc3)c(=O)[nH]c2cc1OC	-4%	?	1%	29%	6%	22%	-5%	5%
CSc1cc(-c2ccccc2)n(C)c(=O)c1C#N	1%	3%	-6%	1%	4%	-28%	-14%	5%
O=C(N/N=C\C=C\c1ccco1)c1cc(-c2ccc3ccccc3c2)n[nH]1	7%	0%	0%	18%	-15%	-15%[10 µM]	6%	3%
Nc1cc(C(=O)OCC(=O)NC(c2ccccc2)c2ccccc2)ccc1Cl	3%	-3%	-12%	7%	5%	3%[10 µM]	-1%	7%
CC(C)(C)C(=O)Nc1ccc(-c2cn3ccsc3n2)cc1	?	1%	-6%	-3%	7%	-104%[inhibitor]	-8%	-2%
CCN(CC)S(=O)(=O)c1ccc(N2CCN(CCO)CC2)nc1	-5%	-5%	8%	-6%	-3%	nt	-4%	-6%
Nc1c(-c2ccsc2)cnc2ncnn12	-7%	-4%	-6%	4%	?	-31%	-9%	nt
O=C(O)CCC(=O)NCc1ccc(F)cc1	-9%	0%	11%	2%	7%	6%	-1%	0%
C=CCn1c(SCC(=O)O)nnc1-c1ccccc1	-3%	4%	5%	6%	0%	1%[10 µM]	0%	1%
O=C1C(Cc2ccc(Br)cc2)SC(=Nc2ccccc2)N1c1ccccc1 (stereo unspecified)	1%	-12%	2%	6%	-7%	-4%[10 µM]	-8%	4%
CCCCC(=O)N1CC2(C)CN(C(=O)CCCC)CC(C)(C1)C2=O	-9%	-1%	2%	8%	-7%	-8%[10 µM]	1%	-4%
COC(=O)c1ccccc1NC(=O)C1CCN(C(=O)c2cc(OC)cc(OC)c2)CC1	-4%	-12%	0%	14%	-1%	13%[0.074 µM]	-4%	-1%
CCOC(=O)C1=C(CSc2nc3ccccc3s2)NC(=O)NC1c1ccc(OC)cc1 (stereo unspecified)	-11%	-3%	10%	0%	-15%	-46%[inhibitor]	-14%	-4%
O=S(=O)(c1ccc2nc(-c3ccccc3)[nH]c2c1)N1CCN(c2ccc(Cl)cc2)CC1	7%	5%	?	-4%	-9%	nt	?	-2%
COc1ccc(C2/C(=C(/O)c3ccccc3)C(=O)C(=O)N2CCO)cc1 (stereo unspecified)	0%	-4%	9%	8%	8%	-14%[10 µM]	8%	-11%
CCOc1ccccc1NC(=O)Cn1cnc2c(nnn2-c2cccc(OC)c2)c1=O	-9%	?	-9%	-6%	7%	4%	-16%	-2%
CCOc1ccc(CNC(=O)C(C)n2ncn3cccc3c2=O)cc1 (stereo unspecified)	-11%	nt	-10%	nt	14%[76.3 µM]	nt	-7%	nt
N#Cc1c(N)sc(=S)c2c1CCCC2	14µM*	-2%	-3%	0%	-15%	-15%[10 µM]	?	-4%
C=C(C)C1CC=C(C)/C(=N/NC(=O)COc2cccc(C)c2)C1 (stereo unspecified)	-17%	3%	11%	-1%	-2%	-9%[1.9 µM]	1%	-2%
CNc1ccc(SC#N)cc1	13µM*	5%	?	-10%	-17%	-5%	-23%	-11%
CCCC(=O)N(Cc1cc2cccc(C)c2[nH]c1=O)c1ccccc1OC	-6%	-3%	1%	-1%	-1%	-26%[0.074 µM]	-6%	-7%
O=C(Nc1ccccc1)OCCNC(=O)c1ccccc1	13%	11%	2%	10%	-3%	-24%[0.074 µM]	11%	5%
Cc1cc(C)nc(NS(=O)(=O)c2ccc(NC(=S)NC(=O)c3cccnc3)cc2)n1	-1%	-7%	-9%	0%	-7%	7%[10 µM]	-5%	3%
Cc1cccc(NC(=O)Cn2cc(S(=O)(=O)Cc3ccccc3Cl)c3ccccc32)c1	7%	nt	?	nt	-5%[76.3 µM]	nt	?	nt
O=C(NN1C(=O)c2ccccc2NC1c1ccoc1)c1ccccc1 (stereo unspecified)	-1%	5%	-8%	-3%	-9%	-32%[inhibitor]	-6%	-7%
O=C(NCCNC(=O)c1ccco1)c1ccc(F)cc1	-2%	-2%	6%	3%	1%	-12%[10 µM]	7%	0%
CC1CCc2c(sc3nnn(CCCCOc4ccc(Cl)cc4)c(=O)c23)C1 (stereo unspecified)	-12%	nt	0%	nt	-8%[76.3 µM]	nt	-5%	nt
CCc1ccc(N2C(=O)c3ccc4c5c(ccc(c35)C2=O)CC4)cc1	-4%	14%	-9%	0%	4%	-9%	-3%	-4%
Cn1c(N)c(C(=O)CSc2ccc3c(c2)OCCO3)c(=O)n(C)c1=O	-6%	-2%	4%	-12%	0%	-17%	-8%	-17%
CC(O)CNc1nc2c(c(=O)n(Cc3ccc(Cl)c(Cl)c3)c(=O)n2C)n1C (stereo unspecified)	-2%	nt	14%	2%	-1%	-5%[10 µM]	-26%	3%
CC(=O)c1ccc(O)c(CSc2nncn2C)c1	4%	6%	4%	5%	12%	nt	8%	6%
CCOC(=O)N1CCC(N2CCN(c3cc(C)ccc3C)CC2)CC1	-8%	-5%	4%	-1%	?	14%[10 µM]	-5%	-7%
Cc1cc(N=Nc2ccc(Cl)cc2)cc(CN2CCCC2)c1O	28µM*	-4%	?	5%	-9%	8%[10 µM]	?	-10%
CCC(=O)N(C1=C(NC(C)C)C(=O)c2ccccc2C1=O)C(C)C	?	nt	-9%	-11%	-9%	-4%[10 µM]	-2%	-2%
Cc1cccc(S(=O)(=O)c2cn(Cc3ccccc3)c3cc(N4CCCCC4)c(F)cc3c2=O)c1	-2%	nt	-10%	nt	-12%[76.3 µM]	nt	-2%	nt
Fc1ccccc1CNCCCSc1nnnn1-c1ccccc1	4%	nt	-2%	nt	-14%[76.3 µM]	nt	-5%	nt
COc1ccc(N2CCN(C(=O)CCc3c(C)nc4cc(-c5ccc(OC)cc5OC)nn4c3C)CC2)cc1	?	nt	1%	nt	-23%[76.3 µM]	nt	?	nt
C=CCNc1nc(N(c2ccccc2)c2ccccc2)nc(-n2ccnc2)n1	-8%	-1%	-1%	3%	3%	-30%	-8%	0%
CCOC(=O)c1cnc2c(C(=O)OC)cccc2c1NCCN1CCOCC1	-2%	-4%	5%	1%	1%	15%	8%	-6%
CC(=O)N1CCCN(Cc2cn(-c3ccc(C)cc3)nc2-c2cccc(C)c2)CC1	10%	7%	6%	0%	3%	-8%[10 µM]	8%	-2%
CCOc1ccc(CCNS(=O)(=O)c2c(C)nc3sc(C)cn3c2=O)cc1OCC	-1%	nt	2%	nt	-4%[76.3 µM]	nt	-11%	nt
CCN(CC)C(=O)Cn1c(=O)n(-c2ccc(CC(=O)NCc3ccccc3)cc2)c(=O)c2sccc21	-2%	-5%	-4%	6%	3%	-21%	1%	-13%
CN1C(=O)NC(c2ccccc2)C2=C1CN(Cc1ccco1)C2=O (stereo unspecified)	?	-13%	?	-4%	2%	-1%	-4%	-4%
Oc1ccc(Cl)cc1C1=NNC(c2ccc(Cl)cc2)C1 (stereo unspecified)	-2%	-1%	7%	-1%	-7%	13%[10 µM]	1%	-3%
O=S(=O)(Nc1cccnc1)c1ccc(Cl)c(C(F)(F)F)c1	-3%	-1%	-3%	10%	10%	-13%	-5%	4%
Cn1cccc1/C=C1\SC(=O)N(c2ccc(O)cc2)C1=O	-3%	-5%	-16%	4%	0%	-18%[10 µM]	-8%	3%
CCOC(=O)C1CCCN(C(=O)c2ccccc2[N+](=O)[O-])C1 (stereo unspecified)	16%	0%	14%	-5%	-8%	-24%	13%	-2%
CCN(CC)C(=O)CSc1nc2ncc(Cl)cc2[nH]1	7%	-1%	-2%	-1%	5%	-12%[0.074 µM]	0%	-2%
CC1(C)CC(NC(=O)N2c3ccccc3Sc3ccccc32)CC(C)(C)N1	-20%	8%[15.4 µM]	0%	3%	-8%	-1%[10 µM]	-22%	1%
CCc1nc(NCCO)c(C#N)c2c1CCCC2	-2%	nt	6%	-4%	1%	-14%[10 µM]	-1%	1%
O=C(NCCCN1CCN(c2cccc(Cl)c2)CC1)c1nnc(Cc2ccc(F)cc2Cl)o1	?	nt	-5%	nt	12%[76.3 µM]	nt	?	nt
CCS(=O)(=O)Nc1c(C(=O)O)[nH]c2ccccc12	?	-7%	-10%	-3%	5µM*	-5%	?	-2%
c1ccc(CNn2nnnc2-c2ccccc2)cc1	-4%	-1%	2%	2%	6%	-22%	-2%	6%

Filtered by structure: those above with a thiophene ring, fused or not.
SMILES	Tau fibril ThT	GAA inh	Tau FP inhib	aGal spleen mod	GAA glycogen	HTT cytoprotect	Tau fluor counter	aGlu spleen mod
Nc1c(-c2ccsc2)cnc2ncnn12	-7%	-4%	-6%	4%	?	-31%	-9%	nt
CC1CCc2c(sc3nnn(CCCCOc4ccc(Cl)cc4)c(=O)c23)C1 (stereo unspecified)	-12%	nt	0%	nt	-8%[76.3 µM]	nt	-5%	nt
CCN(CC)C(=O)Cn1c(=O)n(-c2ccc(CC(=O)NCc3ccccc3)cc2)c(=O)c2sccc21	-2%	-5%	-4%	6%	3%	-21%	1%	-13%

Screening data (PubChem)
